Luciferase inh: inhibitors of firefly luciferase. purified firefly luciferase, luminescence, 8 min. Potency, µM (highest dose often 57.1 µM), inactives show at the highest dose activity change, negative = inhibition, actives largely listed as inhibitors. 2.2% of 72,000 active; further: potency means the concentration at half of the fitted maximal effect; on the % scale 0 is the no-effect control and ±100 the full control effect; nearly all actives have a fitted effect of over 40% in size
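Here, luciferase activity is measured as luminescence following an 8 min room-temperature reaction at 10 uM ATP, pH 7.2. Every library sample is titrated.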
USP2a inh: USP2a (human) protease inhibition; 0.1% of 60,000 active; USP2a enzymatic assay, qHTS inhibition; O75604; AID 927; Potency, µM (highest dose often 38.3 µM), for inactives: at the top dose activity change, negative = inhibition, most hits filed as inhibitors;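 further: potency means the concentration at half of the fitted maximal effect; nearly all actives have a fitted effect of over 60% in size; plate controls were DMSO for no effect and NEM full inhibition control for full effect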
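USP2 core (20 nM final) was preincubated with compound for 30 min at RT in 20 mM Tris-HCl pH 8.0, 2 mM CaCl2, 2 mM beta-mercaptoethanol; Ub-PLA2 (20 nM) plus NBD C6-HPC (20 uM) then added, fluorescence read after 2.5 h.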
Caspase-1 inhib: allosteric or competitive inhibitors of human caspase-1. P29466. Caspase-1 enzyme, Ac-WEHD-AFC fluorogenic rate. Potency, µM (titrated, usually from 57.5 µM), inactives show at the highest dose activity change, negative = inhibition, hits mostly inhibitors. 0.03% of 75,000 active. AID 900;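 further: potency means the concentration at half of the fitted maximal effect; plate controls were vehicle for no effect and no substrate for full effect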
Target sequence (P29466 120-297 limits assumed): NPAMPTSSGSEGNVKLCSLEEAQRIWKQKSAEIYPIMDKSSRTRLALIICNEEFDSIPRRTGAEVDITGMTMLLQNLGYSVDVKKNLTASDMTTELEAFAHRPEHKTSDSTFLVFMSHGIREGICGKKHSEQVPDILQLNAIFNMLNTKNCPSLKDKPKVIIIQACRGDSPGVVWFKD
Target sequence (P29466 317-404 limits assumed): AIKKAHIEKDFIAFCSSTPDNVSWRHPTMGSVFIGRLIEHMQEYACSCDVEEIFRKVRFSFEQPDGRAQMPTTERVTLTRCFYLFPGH
HEK293 cAMP cs: parental HEK293 cAMP activation (counter-screen); parental HEK293 CNG cAMP sensor, membrane potential fluorescence; Potency, µM (highest dose often 57.1 µM), inactives show at the highest dose activation, actives largely listed as activators; 2.5% of 73,000 active; further: potency means the concentration at half of the fitted maximal effect; % of control where 0% means no effect; nearly all actives have a fitted effect of over 55% in size
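Parental HEK 293 cells stably expressing a modified CNG channel (no TSHR) report cAMP rise as membrane depolarization. Membrane potential dye with 100 uM RO 20-1724 was loaded for 60 min at room temperature, then compound added for 30 min; fluorescence read at 590 nm.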
BRCT PPI green: blocks human BRCA1 BRCT binding to phosphopeptide, green readout; P38398; BRCA1 BRCT-phosphopeptide binding, green fluorescence polarization; Potency, µM (titrated, usually from 76.9 µM), for inactives: top-dose activity change, negative = inhibition, usual class: inhibitors; 0.05% of 75,000 active;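 further: potency means the concentration at half of the fitted maximal effect; plate controls were peptide without protein for full effect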
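Fluorescence polarization: His-tagged BRCT (~35 kDa BRCA1 C-terminus, 250 nM) bound to 100 nM fluorescein-labeled phosphorylated 10-aa BACH1 peptide, pH 7.3 phosphate buffer with DTT and Tween 20. Compounds incubated 12 min at room temperature; inhibition read as lowered polarization.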
ERK AVP block: vasopressin-driven ERK pathway inhibition; HEK293-V1b, vasopressin-stimulated pERK AlphaScreen; Potency, µM (doses to about 57.5 µM), for inactives: at the highest dose activity, negative = inhibition, actives largely listed as inhibitors; 0.99% of 72,000 active; further: potency means the concentration at half of the fitted maximal effect; on the % scale 0 is the no-effect control and ±100 the full control effect; nearly all actives have a fitted effect of over 55% in size
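qHTS, compounds titrated on V1b-expressing HEK293 cells. Preincubation 30 min at 37C, vasopressin 25 nM for 5 min, lysis 10 min, bead incubation 5 hr at room temperature.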
BRCT inh red: inhibitors of human BRCA1 BRCT-phosphoprotein interaction (red fluorophore); P38398; BRCT-phosphopeptide binding, red fluorescence polarization; Potency, µM (series often up to 76.9 µM), inactives show top-dose activity change, negative = inhibition, usual class: inhibitors; 0.03% of 75,000 active; further: on the % scale 0 is the no-effect control and ±100 the full control effect
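Rhodamine-labelled pBACH1 10-mer (100 nM) bound to BRCT domain (100 nM) at pH 7.3; compounds incubated 12 min room temperature, polarization read. Free peptide defines full inhibition; unlabelled decapeptide titrated as control.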
CRE Fsk mod: modulators of forskolin-stimulated CRE signaling in CHO cells | CHO CRE-bla reporter (cAMP response element driving beta-lactamase), forskolin EC10, beta-lactamase ratio | Potency, µM (highest dose often 38.2 µM), inactives show at the top dose activity change, negative = inhibition, usual class: activators | 2.5% of 71,000 active; active means well fitted activation curve with a large enough effect in the signal ratio, with a control signal flat, not every such curve was filed as active; inconclusive means small, poorly fitted or top-dose-only effect, or effect the other way, or a change in a side signal; the % refers to the signal ratio; further: potency means the concentration at half of the fitted maximal effect; % of control where 0% means no effect
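Beta-lactamase reporter under a cAMP responsive element in CHO cells; compounds tested in titration series against EC10 NKH 477, 3 h at 37 °C. Read-out: CCF4 FRET ratio 460nm/530nm (excitation 405nm) giving %Activity, fitted to AC50.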
A350 fluor: compounds fluorescent in Alexa 350 spectral region | Compound autofluorescence, 340/450 nm, Alexa 350 dye-equivalents; active compounds read high | max dye-equivalent concentration, M | 11% of 59,000 active | AID 590; in the data active means max dye-equivalent concentration above about 10 nM; inconclusive means mostly about 1.1 nM to 9.6 nM
Tau filament bind: tau filament binding. 2% of 71,000 active. recombinant tau filaments, thioflavin S fluorescence, 15 h; filaments grown with octadecylsulfate alongside compound. AID 596. Potency, µM (doses to about 57.1 µM), inactives show at the highest dose activity change, negative = inhibition;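 further: potency means the concentration at half of the fitted maximal effect; on the % scale 0 is the no-effect control and ±100 the full control effect; actives lower thioflavin S fluorescence by blocking filaments or displacing dye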
Target sequence (P10636 whole entry, looked up): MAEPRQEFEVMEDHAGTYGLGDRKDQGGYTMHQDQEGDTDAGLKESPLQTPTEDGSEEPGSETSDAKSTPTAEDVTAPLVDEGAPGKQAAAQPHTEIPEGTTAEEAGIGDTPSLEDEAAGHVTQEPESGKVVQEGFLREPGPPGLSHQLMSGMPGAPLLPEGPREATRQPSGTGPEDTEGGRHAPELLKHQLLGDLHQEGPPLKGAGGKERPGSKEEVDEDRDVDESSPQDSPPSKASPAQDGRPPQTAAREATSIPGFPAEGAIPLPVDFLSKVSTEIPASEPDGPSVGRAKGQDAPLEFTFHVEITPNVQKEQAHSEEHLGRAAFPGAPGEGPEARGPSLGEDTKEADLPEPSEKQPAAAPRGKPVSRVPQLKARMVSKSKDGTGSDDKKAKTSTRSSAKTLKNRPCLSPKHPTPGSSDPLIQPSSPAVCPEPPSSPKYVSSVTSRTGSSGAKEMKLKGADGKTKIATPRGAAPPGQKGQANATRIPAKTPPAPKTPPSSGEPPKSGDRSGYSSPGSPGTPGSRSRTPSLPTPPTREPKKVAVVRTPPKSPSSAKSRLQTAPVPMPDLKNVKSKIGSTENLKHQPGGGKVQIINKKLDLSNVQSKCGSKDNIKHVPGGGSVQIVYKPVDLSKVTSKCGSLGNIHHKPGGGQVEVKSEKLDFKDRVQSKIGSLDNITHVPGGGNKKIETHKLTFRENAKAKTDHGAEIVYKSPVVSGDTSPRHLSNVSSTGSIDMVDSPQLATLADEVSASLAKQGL
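Quantitative HTS: thioflavine S signal from ODS-induced tau filaments, excited at 450 nm, emission 510 nm. Conditions: 1 uM tau, 30 uM ODS, 15 h at 37 C, pH 7.4.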
Caspase-7 inhib: allosteric or competitive inhibitors of human caspase-7; P55210; recombinant caspase-7, Ac-DEVD-AFC fluorescence rate; Potency, µM (titrated, usually from 57.5 µM), for inactives: top-dose activity change, negative = inhibition, usual class: inhibitors; 0.02% of 75,000 active; active means well fitted inhibition curve with a large enough effect in the main read-out, with a control signal flat, not every such curve was filed as active; inconclusive means small, poorly fitted or top-dose-only effect, or a change in a side signal; further: potency means the concentration at half of the fitted maximal effect; % of control where 0% means no effect
* = called active by the depositor; i = inactive; ? = inconclusive; nt = no result given; [ ] = remark or other dose. Unless noted, the call rests on the fitted dose curve; in most records, active means well fitted curve in the direction sought with a large enough effect; inconclusive means small, poorly fitted or top-dose-only effect, or another doubt; inactive means no such curve, though single readings can be large; an effect the other way counts as inactive or inconclusive.

SMILES	Luciferase inh	USP2a inh	Caspase-1 inhib	HEK293 cAMP cs	BRCT PPI green	ERK AVP block	BRCT inh red	CRE Fsk mod	A350 fluor	Tau filament bind	Caspase-7 inhib
CCOC(=O)N1CCC(NC(=O)c2csc3c2CCCC3)CC1	-2%	nt	1%	5%	0.0%	-12%	0.9%	-7%	nt	-8%	-3%
Cn1nnnc1SCC(=O)NC(=O)NCc1ccccc1	4%	-8%	-1%	-2%	-4.2%	2%	0.4%	-13%	i	0%	1%
O=C(NCc1ccco1)c1noc2c1CCCCC2	-4%	2%	-1%	10%	-0.9%	-7%	-2.1%	?	i	-11%	1%
Cc1ccccc1Cn1cc(NC(=O)c2noc3c2CC(C(C)(C)C)CC3)cn1 (stereo unspecified)	2%	59%[activator]	0%	23%	-1.7%	29%	-0.3%	4%	i	125%	-1%
CSc1ccc2nnc(-c3cccc(F)c3)n2n1	-1%	1%	1%	7%	1.1%	7%	-0.6%	?	i	11%	0%
Cc1ccccc1Cn1nc(C)c(NC(=O)c2noc3c2CCc2ccccc2-3)c1C	1%	nt	-3%	8%	-2.2%	12%	-2.1%	16%	nt	49%	-3%
Cc1noc(C)c1S(=O)(=O)Nc1ccc(C(=O)NCCc2ccccc2)cc1	0%	4%	0%	2%	-0.3%	10%	0.4%	-4%	i	1%	1%
CCC(c1nnnn1Cc1ccco1)N(Cc1cc2cc(OC)ccc2[nH]c1=O)C1CCCCC1 (stereo unspecified)	-8%	16%	-16%	10µM*	10%	-21%	2.7%	?	2.1e-08M*	48%	-18%
Cn1c(=O)c(C(=O)CN2CCCc3ccccc32)c(N)n(Cc2ccccc2)c1=O	-1%	23%	-10%	0%	2.7%	8%	1.7%	-18%	i	25µM*	-6%
CCOC(=O)COc1ccc(S(=O)(=O)N2CCc3ccccc3C2)cc1	0%	-6%	-2%	25%	-0.2%	16%	-1.2%	-7%	i	8%	-1%
CCCCn1c(=O)c2ccccc2c2ccccc2c1=O	1%	-3%	-8%	13%	0.5%	6%	0.0%	?	i	8%	-1%
O=C(COc1cc(=O)n2c(n1)SCCC2)c1ccccc1	0%	16%	0%	7%	-1.6%	-6%	-0.2%	-4%	nt	2%	-2%
COC(=O)C1=C(N)Oc2cc(C)n(C)c(=O)c2C1c1ccc(Cl)cc1 (stereo unspecified)	3%	-5%	1%	12%	-0.4%	-4%	-1.9%	18%	i	2%	1%
N#Cc1c2n(c3c(=O)n(Cc4ccccc4Cl)cnc13)CCCCC2	1%	20%	0%	18%	-0.6%	-21%	1.0%	2%	1.9e-08M*	11%	1%
CCOC(=O)C1=C(C)NC(=O)NC1/C=C/c1ccccc1 (stereo unspecified)	-4%	-9%	5%	0%	-2.2%	5%	-0.5%	?	i	-5%	-1%

Laid out differently: results already given.
Order of values: Luciferase inh | USP2a inh | Caspase-1 inhib | HEK293 cAMP cs | BRCT PPI green | ERK AVP block | BRCT inh red | CRE Fsk mod | A350 fluor | Tau filament bind | Caspase-7 inhib
- Cc1ccccc1Cn1nc(C)c(NC(=O)c2noc3c2CCc2ccccc2-3)c1C
→ 1% | nt | -3% | 8% | -2.2% | 12% | -2.1% | 16% | nt | 49% | -3%
- Cc1ccccc1Cn1cc(NC(=O)c2noc3c2CC(C(C)(C)C)CC3)cn1 (stereo unspecified)
→ 2% | 59%[activator] | 0% | 23% | -1.7% | 29% | -0.3% | 4% | i | 125% | -1%
- Cn1nnnc1SCC(=O)NC(=O)NCc1ccccc1
→ 4% | -8% | -1% | -2% | -4.2% | 2% | 0.4% | -13% | i | 0% | 1%
- O=C(NCc1ccco1)c1noc2c1CCCCC2
→ -4% | 2% | -1% | 10% | -0.9% | -7% | -2.1% | ? | i | -11% | 1%

(next part)
SMILES	Luciferase inh	USP2a inh	Caspase-1 inhib	HEK293 cAMP cs	BRCT PPI green	ERK AVP block	BRCT inh red	CRE Fsk mod	A350 fluor	Tau filament bind	Caspase-7 inhib
O=C(CSc1ccc2nnc(-c3cccc(F)c3)n2n1)NCc1ccco1	-2%	0%	1%	?	0.5%	-1%	-0.5%	-1%	?	-9%	-1%
COC(=O)c1ccccc1NC(=O)c1cc(-c2cccs2)on1	0%	3%	-1%	-2%	-2.9%	13%	-0.3%	-6%	i	-8%	-1%
COc1ccc(-c2nnc3c4ccccc4c(C)nn23)cc1S(=O)(=O)N1CCN(CCO)CC1	0%	40%[activator]	-1%	3%	9.5%	?	-9.0%	10µM*	i	54%	1%
CCOC(=O)COc1ccc(S(=O)(=O)Nc2ccc3c(c2)OCCO3)cc1	2%	8%	-1%	17%	-0.7%	-18%	0.2%	9%	i	-7%	-1%
CC(C)(C)S(=O)(=O)c1ccc2nc3c(n2c1)CCCC3	3%	3%	-4%	-1%	-1.6%	-16%	0.5%	8%	2.8e-07M*	4%	-2%
CC(C)(CNS(=O)(=O)c1ccc(F)cc1)CNS(=O)(=O)c1ccc(F)cc1	2%	9%	1%	-3%	-1.8%	0%	-0.2%	?	i	-20%	0%
O=C(NC1CCCCC1)c1ccc(Cc2nc3ccccc3[nH]2)cc1	nt	nt	0%	3%	-0.9%	nt	-0.5%	nt	nt	nt	0%
CCNC(=O)CC1SC(=Nc2cccc(Cl)c2C)N(C)C1=O (stereo unspecified)	1%	5%	2%	19%	3.3%	2%	-0.6%	?	i	4%	-1%
O=C(c1ccc2c(c1)OCO2)[C@@H]1[C@@H]2C(=O)N(C3CCCCC3)C(=O)[C@@H]2C2c3ccccc3C=CN21 (stereo partly specified)	0%	31%[activator]	?	-4%	2.9%	?	-3.9%	?	?	?	-22%
C#CCCCO/N=C1/[C@H]2O[C@@H]2[C@@H](O)[C@H]2[C@H]1CCn1c(=O)n(C)c(=O)n12	2%[11.4 µM]	nt	-2%[11.5 µM]	-5%[11.4 µM]	-0.5%[15.4 µM]	-10%[11.5 µM]	-1.4%[15.4 µM]	nt	nt	nt	2%[11.5 µM]
Cc1cccc(-n2c(N)cc(=O)nc2SCC(=O)Nc2cc(C)on2)c1	0%	27%	0%	3%	-2.4%	-3%	-1.7%	-2%	i	8%	-2%
CC(=O)O[C@H]1C[C@H]2CC[C@@H]3[C@H]4C[C@@H]([N+]5(C)CCCCC5)[C@@H](OC(C)=O)[C@]4(C)CC[C@@H]3[C@@]2(C)C[C@@H]1[N+]1(C)CCCCC1	-1%	nt	-1%	-1%	-0.1%	-7%	-4.2%	-16%	nt	?	0%
CCOc1ccc(CNc2ccc(N3CCCC3)cc2)cc1	-3%	8%	-4%	-1%	1.8%	?	-2.5%	2%	i	5µM*	-4%
CCC(C)(C)n1nnnc1C(c1cc2ccc(OC)cc2[nH]c1=O)N1CCN(C2CCCCC2)CC1 (stereo unspecified)	2%	18%	-2%	0%	1.6%	-23%	-0.5%	-9%	?	-19%	0%
N#Cc1ccccc1NC(=O)c1ccccc1OCC(=O)Nc1ccc2c(c1)oc1ccccc12	3%	39%[activator]	0%	-5%	-2.5%	-4%	0.7%	-6%	i	i	-1%
COCCn1c(SCC(=O)c2ccc(Cl)cc2)nnc1C(C)C	1%	2%	0%	17%	-0.8%	-20%	-0.6%	-1%	i	7%	1%
CC(=O)NC(CCS(C)(=O)=O)C(=O)Nc1cc(C)ccc1C (stereo unspecified)	4%	nt	-2%	4%	-2.5%	nt	0.3%	-8%	nt	-8%	-1%
CC1(C)NC(=O)N(c2ccc([N+](=O)[O-])c(C(F)(F)F)c2)C1=O	1%	4%	-3%	-11%	-1.3%	-4%	-1.0%	5%	?	19%	4%
Cn1c(Cn2nnc3ccccc32)nnc1SCC(N)=O	-2%	-1%	1%	-4%	-3.6%	-3%	0.1%	-4%	i	-14%	1%
Cc1cc(C(=O)CSc2nnc(N)s2)c(C)n1CCc1ccc(F)cc1	-35%	31%[activator]	-2%	?	0.4%	?	1.6%	-6%	1.7e-08M*	-1%	-2%
CCOC(=O)N1CCN(C(=O)c2ccc(CS(=O)(=O)c3ccccc3OC)o2)CC1	-2%	1%	-1%	-4%	-2.1%	0%	-0.4%	-7%	i	6%	0%
C=CCn1c(SCCC(=O)O)nnc1-c1cccs1	-2%	-7%	2%	4%	-0.5%	-10%	1.2%	-9%	i	2%	-1%
COc1cccc(-c2cc(NCc3ccc(OC)cc3OC)ncn2)c1	-3%[2.29 µM]	-1%	-5%	?	0.2%	-15%	-0.8%	?	i	8%	-5%
O=C(/C=C\Nc1ccccn1)c1ccc(Cl)cc1	1.3µM*	26%	?	8%	-0.5%	18%	-0.9%	2%	nt	5%	-29%
CCCCNC(=O)c1ccc(NC(=O)C2CCCO2)cc1 (stereo unspecified)	1%	-1%	3%	0%	-1.3%	6%	0.2%	?	i	-5%	1%
CCN(CC)S(=O)(=O)c1ccc(C(=O)OCCN2C(=O)CCC2=O)cc1	2%	nt	2%	-2%	-0.6%	15%	-1.8%	-1%	nt	5%	-1%
O=C(CSc1nnc(Cn2c(=O)sc3ccccc32)n1CCc1ccccc1)N1CCOCC1	2%	55%[activator]	-1%	12%	2.5%	9%	0.2%	?	i	37%	-3%
